Growth percent in the NCI-60 one-dose screen (48 h, 10 µM unless noted): 100 = growth as untreated, 0 = no growth, -100 = all killed.
A549/ATCC: A549/ATCC NSCLC; AID 1794740; 81,000 tested, 3.7% active
UACC-62: UACC-62 melanoma. 81,000 tested, 5.4% active
SK-MEL-5: SK-MEL-5 melanoma. AID 1794755. 80,000 tested, 6.4% active
M14: M14 melanoma; 80,000 tested, 6.2% active
MALME-3M: MALME-3M melanoma; 78,000 tested, 5.8% active; AID 1794766
EKVX: EKVX NSCLC | 71,000 tested, 3% active
UACC-257: UACC-257 melanoma. 78,000 tested, 4.4% active
SK-MEL-2: SK-MEL-2 melanoma | 77,000 tested, 4.7% active
The depositor's hits bear a star; / = no result given; & = joins results of further samples; [ ] = dose if it differs, or a comment. Rule for the calls: active = growth percent below 10; inactive = the rest.

A first look:
Sequence of screens: A549/ATCC	UACC-62	SK-MEL-5	M14	MALME-3M	EKVX	UACC-257	SK-MEL-2
- CC(=O)N1N=C(c2ccc(Cl)cc2)CC1c1cccc(Nc2ccnc3cc(C(F)(F)F)ccc23)c1 (stereo unspecified)
    67.8	66.5	64.4	80.7	91.8	94.6	80.7	80.3
- CN(Cc1cnc2nc(N)nc(N)c2n1)c1c(Cl)cc(C(=O)NC(CCC(=O)O)C(=O)O)cc1Cl (stereo unspecified)
    15.6	16.4	21.3	21.3	68.5	42.4	33.8	59.8
- Cc1cc(N(CCCNc2ccnc3cc(Cl)ccc23)Cc2cccs2)nc(Cl)n1
    51.9	47.5	-14.9*	22.9	37.9	48.0	/	64.7
- Cc1c2ccncc2c(C)c2c1c1ccccc1n2CCCCCC(=O)O
    89.8	85.2	89.8	103.2	107.9	90.3	105.6	92.4
- COC(=O)/C(=C\c1c(-c2ccccc2)[nH]c2ccccc12)S(C)(=O)=O
    38.6	37.1	14.3	14.9	74.1	58.0	67.4	39.1

This part in full, previewed entries included:
Sequence of screens: A549/ATCC	UACC-62	SK-MEL-5	M14	MALME-3M	EKVX	UACC-257	SK-MEL-2
- CC(=O)N1N=C(c2ccc(Cl)cc2)CC1c1cccc(Nc2ccnc3cc(C(F)(F)F)ccc23)c1 (stereo unspecified)
    67.8	66.5	64.4	80.7	91.8	94.6	80.7	80.3
- CN(Cc1cnc2nc(N)nc(N)c2n1)c1c(Cl)cc(C(=O)NC(CCC(=O)O)C(=O)O)cc1Cl (stereo unspecified)
    15.6	16.4	21.3	21.3	68.5	42.4	33.8	59.8
- Cc1cc(N(CCCNc2ccnc3cc(Cl)ccc23)Cc2cccs2)nc(Cl)n1
    51.9	47.5	-14.9*	22.9	37.9	48.0	/	64.7
- Cc1c2ccncc2c(C)c2c1c1ccccc1n2CCCCCC(=O)O
    89.8	85.2	89.8	103.2	107.9	90.3	105.6	92.4
- COC(=O)/C(=C\c1c(-c2ccccc2)[nH]c2ccccc12)S(C)(=O)=O
    38.6	37.1	14.3	14.9	74.1	58.0	67.4	39.1
- O=C1NC(=Nc2ccc(S(=O)(=O)Nc3ccccn3)cc2)S/C1=C\c1coc2ccccc2c1=O
    97.6	97.0	102.5	104.6	115.6	/	102.0	96.8
- CC12CCC(=O)C=C1CCCC2=O (stereo unspecified)
    95.9	104.5	106.3	103.4	/	111.0	115.9	107.0
- Cn1c(=O)c2[nH]c(=S)n(C)c2n(C)c1=O
    106.7	92.7	105.4	96.1	94.3	90.3	94.5	117.6
- c1ccc(-c2onc3cc4c(cc23)OCCO4)cc1
    89.4	102.8	97.3	100.4	103.3	85.0	99.2	98.1
- O=[N+]([O-])c1ccccc1S(=O)NCc1c(Cl)cccc1Cl (stereo unspecified)
    98.8	90.5	100.0	94.0	96.2	119.0[100 µM]	86.0[100 µM]	105.8
- COC(=O)[C@H](CC(C)C)N1CC=CCN([C@@H](CC(C)C)C(=O)OC)S1(=O)=O
    91.0[1.2 µM]	94.0[1.2 µM]	104.6[1.2 µM]	104.9[1.2 µM]	108.1[1.2 µM]	111.1[1.2 µM]	95.5[1.2 µM]	95.5[1.2 µM]
- Oc1cc(-c2nc3ccccc3o2)c(O)cc1-c1nc2ccccc2o1
    /	92.1	106.2	103.8	94.3	88.2	15.4	21.7
- NCCN1CCNCC1
    102.3	98.1	109.1	101.4	109.0	114.2	25.9	110.6
- Cc1cc(C)n(C(=O)c2sc(=S)n(-c3ccccc3)c2/N=C2\NC(=O)CS2)n1
    102.7	87.2	102.8	/	56.1	88.7	99.9	101.3
- ClC(Cl)(c1ccccc1)c1ccc(-c2ccccc2)cc1
    75.0	67.2	80.1	60.2	95.7	82.6	98.2	79.7
- COc1cccc(-c2nc3sccn3c2-c2ccnc(NCCNS(=O)(=O)c3ccc(F)cc3)n2)c1
    87.6	67.0	66.0	79.2	79.8	/	103.0	91.6
- O=C(Nc1ccc(C2=NCCN2)cc1)c1ccc(C(=O)Nc2ccc(C3=NCCN3)cc2)c([N+](=O)[O-])c1
    91.9&99.2	87.5&104.9	88.5&86.7	91.2&113.8	99.9&136.0	86.9&87.3	81.8&99.1	115.1&96.9
- CCc1ccc(-n2cc(COc3ccc(CNC(=O)CCCC/C=C/C(C)C)cc3OC)nn2)cc1
    88.3	71.4	84.0	99.8	108.0	82.1	86.4	95.2
- CCn1c(SC/C(=N/O)c2ccc(Cl)cc2)nnc1-c1ccncc1
    107.0	98.8	104.6	103.0	104.8	106.9	112.3	103.2
- Cc1cc(NCC(=O)Nc2ccc(-c3nc4ccccc4s3)cc2)no1
    92.3	86.5	87.7	105.9	89.5	107.9	99.7	/
- CC(C)[C@H]1c2[nH]c3ccccc3c2C[C@H]2C(=O)N(CCCCCCC(=O)NO)CC(=O)N12
    98.7	56.2	75.0	82.2	31.1	93.0	57.7	86.8
- Cc1cc(=O)oc2cc(OCCCCOc3ccc(/C=C/C(=O)Nc4ccccc4[N+](=O)[O-])cc3)ccc12
    105.6	94.9	101.7	112.5	100.8	105.2	110.9	116.8
- N#Cc1c(=O)n(O)c2ccccc2[n+]1[O-]
    109.3	102.7	100.3	105.5	104.8	/	103.1	/
- S=C(Cc1ccc(-c2ccccc2)cc1)N1CCOCC1
    90.9	87.2	92.9	101.2	/	95.4	106.8	88.5
- CCc1ccc(Oc2cn[nH]c2-c2ccc(OCCc3ccc(F)cc3)cc2O)cc1
    66.9	88.6	97.5	83.1	95.1	87.9	93.3	90.1
- O=C(Nc1cc(C(F)(F)F)cc(C(F)(F)F)c1)Nc1cc(Cl)ccc1-c1nn[nH]n1
    91.6	88.5	95.8	90.1	91.3	98.7	93.9	102.1
- NC(=O)C(=O)c1ccccc1NC=O
    99.7	92.1	103.1	92.7	96.8	100.6	98.7	111.7
- Cc1cc(C)c2c(c1)CC(C)(C)CC2=O
    92.0&99.5	101.6&106.1	111.0	109.8&102.3	117.1&97.3	100.7&104.8	97.6&100.2	112.5&90.8
- CC1SC(c2ccc(Br)cc2)N(NC(=O)C(O)(c2ccccc2)c2ccccc2)C1=O (stereo unspecified)
    76.4	68.0	85.0	85.9	98.4	91.0	/	89.0
- COc1cccc(OC(C)(C)Cc2ccccc2)c1
    100.4	103.5	100.2	105.5	99.5	/	96.2	117.6
- CO[C@]12C[C@@H](COC(=O)c3cncc(Br)c3)CN(C)[C@@H]1Cc1cn(C)c3cccc2c13
    99.5	105.4	97.0	98.4	92.9	93.6	95.1	124.0
- C(=N\Nc1ncc(-c2cc3cc4c(cc3o2)OCO4)s1)/c1cccnc1
    69.6	86.1	88.3	103.7	82.1	90.6	87.8	104.7
- Cc1ccc(NC(=O)/C=C\C(=O)O)c(C)c1
    98.5	98.4	107.1	112.7	122.7	112.9	110.2	126.3
- COc1cccc2nc3n(c12)C(c1c(F)cccc1F)SC3 (stereo unspecified)
    98.0	77.5	86.0	111.0	100.6	100.7	100.4	86.2
- CCN(CC)CC(O)CNCC(C)C (stereo unspecified)
    110.3	108.9	107.8	120.3	/	108.1	113.1	104.9
- Cc1noc(C)c1CSc1nc2ccccc2n1-c1ccccc1
    91.2	72.5	94.4	103.9	117.7	65.2	110.3	106.6
- O=C(O)Cn1cnc2c(=S)nc[nH]c21
    92.9	94.6	109.0	102.1	127.3	122.4	77.9	/
- COc1ccc(CSc2nnc(-c3ccc4c(c3)nc(-c3ccccc3)n4C3CCCCC3)o2)cc1
    57.0	67.1	65.1	75.9	93.4	71.2	82.9	77.6
- O=C(CCCN1C(=O)c2ccccc2C1=O)Nc1nc2ccccc2[nH]1
    96.9	94.3	48.9	102.0	103.2	97.7	100.6	81.0
- CCOC(=O)/C(=C\CC/C(C)=C/CC/C(C)=C/CCc1ccsc1)CC(=O)O
    89.6	95.5	/	108.2	99.5	/	102.0	/
- COc1ccc(Oc2nc(Nc3ccc(F)cc3)ncc2NC(=O)Nc2cc(OC)cc(OC)c2)cc1
    80.2	94.6	99.0	92.4	101.3	99.4	104.6	97.0
- COCC(=O)NNc1[nH]c(-c2ccc(OC)cc2)cc1C#N
    111.9	99.4	117.1	/	111.6	112.0	109.5	108.4
- COc1ccc(N2N=C(c3ccc4c(c3)OCO4)CC2c2cccc(NC(=O)CCNS(=O)(=O)c3ccc(Cl)cc3)c2)cc1 (stereo unspecified)
    33.4	39.5	24.2	29.5	18.7	13.1	49.2	44.5
- CC(=O)ON(C(C)=O)c1ccc(C(N)=O)cc1
    118.1	98.0	109.1	107.7	87.1	94.1	104.6	129.8
- CC(C)c1ccc(/C=C/C(=O)Nc2ncc(Cc3ccc(Cl)cc3Cl)s2)cc1
    87.5	16.1	89.7	43.1	102.5	77.7	87.4	95.3
- COc1ccc(NC(=O)Nc2cc(-c3ccc(OC)cc3)on2)cc1
    70.1	95.1	97.9	101.1	107.4	99.3	101.9	113.1
- CC(C)c1ccc(Nc2n[nH]c(=S)s2)cc1
    101.0	99.0	100.6	93.5	101.6	/	/	110.8
- C=CCSc1nnc(COc2ccc(CNC(=O)CCCC/C=C/C(C)C)cc2OC)o1
    98.7	81.3	/	/	98.4	94.1	103.4	106.1
- COC(=O)[C@@H](NS(=O)(=O)N(c1ccc(F)cc1)C1CCN(C(=O)OC(C)(C)C)CC1)C(C)C
    93.0	82.9	93.9	113.4	93.0	102.9	/	/
- N#CC(C#N)=c1ccc(=C(C#N)C#N)cc1
    97.8	103.4	98.3	102.4	108.3	/	98.7	105.1

More structures.
Sequence of screens: A549/ATCC	UACC-62	SK-MEL-5	M14	MALME-3M	EKVX	UACC-257	SK-MEL-2
- C=C(C)[C@@H]1CC[C@]2(C(=O)n3ccnc3)CC[C@]3(C)[C@H](CC[C@@H]4[C@@]5(C)CCCNC(C)(C)[C@@H]5CC[C@]43C)[C@@H]12
    23.0	31.9	-97.9*	-78.6*	-74.4*	61.9	5.1*	53.5
- Oc1ccc(O)c(/C=N/NC(=S)NC2CC3CC2C2C=CCC32)c1 (stereo unspecified)
    50.2	70.4	40.5	55.0	82.6	97.9	87.8	/
- COc1ccc(C2C(C#N)=C(N)Oc3c2ccc2ccccc32)c(OC)c1 (stereo unspecified)
    100.3	52.2	/	72.6	66.6	85.8	85.3	95.5
- S=c1nc(CS)[nH]c2ccccc12
    96.6	90.6	95.7	98.2	86.6	84.0	95.9	100.5
- O=C1/C(=C/c2ccc3c(c2)OCO3)SC(=S)N1CCc1ccc(O)cc1
    93.5	88.0	98.2	94.4	89.5	98.8	99.7	100.0
- CCOC(=O)C1O[N+]([O-])=C(c2ccc(OC)cc2)C1c1cc(OC)cc(OC)c1 (stereo unspecified)
    99.5	104.8	102.3	98.4	101.4	98.3	100.6	90.4
- O=C1CCC2(CC1C1C=CCC1)OCCO2 (stereo unspecified)
    108.8	118.6	104.8	101.3	96.4	/	116.9	90.5
- O=C(Nc1ccccc1)Nc1ncnc2c1ncn2-c1ccccc1Cl
    90.1	82.4	104.4	105.7	89.9	102.4	97.8	97.9
- CC1C(c2ccccc2)OCCN1C(=S)NC(=O)c1ccccc1 (stereo unspecified)
    109.5	102.8	105.5	97.7	140.3	/	109.6	105.1
- O=C(NNC(=O)c1ccc(-n2cc(-c3ccccc3)nn2)cc1)Nc1ccccc1
    102.3	97.9	100.1	97.6	113.0	108.0	102.6	110.0

Compound profiles (already shown). Values in the order: A549/ATCC, UACC-62, SK-MEL-5, M14, MALME-3M, EKVX, UACC-257, SK-MEL-2
Record of O=C1CCC2(CC1C1C=CCC1)OCCO2 (stereo unspecified) = 108.8, 118.6, 104.8, 101.3, 96.4, /, 116.9, 90.5
Record of COc1ccc(C2C(C#N)=C(N)Oc3c2ccc2ccccc32)c(OC)c1 (stereo unspecified) = 100.3, 52.2, /, 72.6, 66.6, 85.8, 85.3, 95.5

Next section
Sequence of screens: A549/ATCC	UACC-62	SK-MEL-5	M14	MALME-3M	EKVX	UACC-257	SK-MEL-2
- CCC(=O)Cc1cccnc1
    102.7	99.1	101.1	100.7	105.7	100.5	96.9	113.1
- O=C(O)c1ccccc1NC1=C(I)C(=O)c2ncccc2C1=O
    112.8	99.6	98.3	106.8	99.6	106.0	98.9	106.6
- COc1ccc(-c2csc(NC(=O)CSc3nc(C)c(-c4ccccc4)n3Nc3ccccc3)n2)cc1
    36.6	47.0	54.4	50.4	60.4	38.3	89.3	82.0
- CCOC(=O)/C(=C/c1ccccc1)C(=O)c1ccccc1
    79.8	/	66.5	66.1	/	/	64.1	/
- CC(=O)O[C@@H]1CC[C@@]2(C)c3ccc(C(C)C)cc3CC[C@@H]2C1(C)C
    103.2	99.6	101.8	105.8	101.2	101.0	105.6	109.5
- O=c1[nH]c2cc(-c3ccc4ncnc(N5CCc6cc(F)c(Cl)cc65)c4c3)cnc2[nH]1
    101.9	101.6	96.1	101.9	102.4	71.7	104.6	106.3
- CCOC(=O)N1CCc2c(sc3nc(N)n(N)c(=O)c23)C1
    93.3	102.2	101.5	89.3	98.8	90.3	99.4	97.1
- COc1ccc(Cn2cc(CSc3nc4ccccc4s3)nn2)cc1
    104.8	88.4	95.8	103.2	96.3	104.0	102.3	107.5
- C#CCOc1ccc(C(Nc2ccc(F)c(F)c2)c2nnnn2C2CCCCC2)cc1 (stereo unspecified)
    78.1	73.7	95.4	87.5	102.6	73.9	96.7	92.1
- CCOC1=NCCCCC1
    113.0	93.0	99.6	104.0	92.5	96.0	97.3	109.1
- CCN1CCN(CCC(=O)Nc2cccc(-n3cc(-c4ccncc4)c(-c4ccc(Cl)c(OC)c4)n3)c2)CC1
    8.6*	-17.0*	-3.0*	-63.4*	-63.6*	54.5	-85.5*	-19.5*
- NC(N)=N/N=C/c1ccc(C(=O)O)cc1
    105.4	106.0	101.1	102.2	108.8	105.1	99.3	106.7
- COc1ccc(C=NCCCO)cc1
    87.8	111.8	97.4	84.2	130.5	94.5	96.4	113.6
- NCC(=O)NCC(=O)NC1(C(=O)O)CCCC1
    96.3	93.9	109.5	103.3	/	106.0	101.7	105.2
- Oc1c(O)c(Br)c(Br)c(Br)c1O
    92.7	100.7	103.6	98.2	95.3	109.3	90.3	101.2
- CC(C)C1=NOC(=O)C1=Cc1cn(-c2ccccc2)nc1-c1ccccc1
    88.8	76.1	91.6	76.2	90.5	99.3	94.1	99.2
- O=C(Nc1ccc2[nH]c3ccccc3c2c1)c1ccccc1Cl
    40.5	56.4	30.3	26.2	35.3	/	83.1	/

Assay outcomes (PubChem)
